HEK293 NOD2/NF-kB – NOD2 signaling inhibitors, cell-based, luminescence, uHTS, HEK293 (AID 1566). HEK293 NOD2/NF-kB luciferase reporter, luminescence; higher % means a stronger effect. inhibition, % at 4 µM; hits with a dose series show EC50 in µM. 290,000 compounds, 0.63% hits; note: many of its hits are not listed in these tables
AID2073 – inhibitors of Mint1-CaV2.2 protein interaction, biochemical, HTRF (AID 2073); Voltage-dependent N-type calcium channel subunit alpha-1B (Homo sapiens); HTRF protein-protein interaction, Mint1-CaV2.2; higher % means a stronger effect; inhibition, % at 20 µM; hits with a dose series show IC50 in µM; 290,000 compounds, 0.19% hits; in the data active = inhibition mostly above about 51%, no sharp cut-off; note: some results filed as inactive read as strong as hits
KOR beta-arrestin-1 – KOR agonists, beta-arrestin recruitment, primary screen, cell-based, luminescence, uHTS (AID 1777) | KOR beta-arrestin recruitment, luminescence; higher % means a stronger effect | activation, % at 10 µM; hits with a dose series show EC50 in µM | 280,000 compounds, 0.02% hits; in the data active = activation above about 50%, passing the limit was not always enough; note: a part of the inactive calls stands beside numbers as strong as those of hits
Yfh1-depleted yeast – enhancers of respiration in Yfh1-depleted yeast, dose response, Friedreich's ataxia, plus single-dose screen (AID 1465); S. cerevisiae Yfh1-off respiration, WST-1 reduction, 72 h; higher fold induction means a stronger effect; fold induction at 50 µM, or EC50 in µM where a hit was titrated; 220,000 compounds, 0.074% hits;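 active = fold induction of absorbance versus untreated yeast above a set limit, then at least 30% activation at any dose in follow-up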;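 note: activators that raise dye reduction in frataxin-depleted yeast; strong numbers were not always called active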
Dengue-2 NS5 capping – Dengue-2 NS5 methyltransferase inhibitors, primary screen, biochemical, confirmation dose response (AID 588689). Dengue-2 NS5 methyltransferase capping enzyme assay, biochemical; higher % means a stronger effect. inhibition, % at 25 µM; hits with a dose series show IC50 in µM. 340,000 compounds, 0.3% hits. Genome polyprotein (Dengue virus type 2 (strain 16681-PDK53)); in the data active = a potency from the dose series
West Nile antiviral – West Nile virus antiviral activity, cell-based, CPE readout (AID 1621) | 290,000 compounds, 0.02% hits | CPE inhibition, % at 10 µM; hits with a dose series show IC50 in µM | West Nile virus-infected cells, CPE inhibition; higher % means a stronger effect; in the data active = a potency from the dose series; note: strong numbers were not always called active
KOR beta-arrestin-2 – KOR antagonists, beta-arrestin recruitment, cell-based, luminescence, uHTS (AID 1778); Kappa-type opioid receptor (Homo sapiens); KOR beta-arrestin recruitment, luminescence, antagonist mode; higher % means a stronger effect; inhibition, % at 10 µM, or IC50 in µM where a hit was titrated; 290,000 compounds, 0.091% hits; note: strong numbers were not always called active
NOD1 NF-kB reporter – NOD1 signaling inhibitors, primary screen, cell-based, luminescence, uHTS (AID 1578); inhibition, % at 4 µM, or EC50 in µM where a hit was titrated; 290,000 compounds, 1% hits; NOD1-driven NF-kB luciferase reporter cells, luminescence; higher % means a stronger effect; in the data active = inhibition mostly above about 36%, no sharp cut-off; inactive = mostly below about 34%;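 note: HEK-293T reporter cells stimulated with the NOD1 agonist gamma-tri-DAP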
HIV peptide binding – inhibitors of HIV fusion peptide binding, primary screen, biochemical, uHTS, fluorescence dequenching (AID 1986) | cell-free peptide binding, fluorescence dequenching, 30 min; higher % means a stronger effect | 290,000 compounds, 0.3% hits | inhibition, % at 20 µM; hits with a dose series show IC50 in µM; in the data active = inhibition mostly above about 52%, no sharp cut-off; inactive = mostly below about 76%; note: some results filed as inactive read as strong as hits
* marks the source's active call; other numbers are inactive results; i = inactive; x = not tested or not shown; [ ] = another dose, or the depositor's remark. Cut-off read from the data, not from the text of the source, unless noted: active = inhibition above about 50%; inactive = the rest. These rows are one share of the data; count on the stated rates, not on these rows.

cpd	smiles	HEK293 NOD2/NF-kB	AID2073	KOR beta-arrestin-1	Yfh1-depleted yeast	Dengue-2 NS5 capping
1	CCOC(=O)N1CCC(NC(=O)Cn2nc(-c3ccccc3)ccc2=O)CC1	2%	9%	-3.9%	i	-3%
2	CCCCOc1ccc(Cl)cc1CSc1n[nH]c(C)n1	22%	-2%	0.3%	i	-2%
3	CCC(=O)Nc1cccc(NC(=O)c2ccc3c(c2)OCO3)c1	-14%	12%	-3.4%	i	-1%
4	O=C(c1cccc(S(=O)(=O)N2CCCCCC2)c1)N1CCN(c2ccccc2F)CC1	3%	8%	0.4%	x	-9%
5	Cc1ccc(C2C(C#N)=C(N)N(N(C)C)C3=C2C(=O)CCC3)cc1 (configuration not stated)	15%	-2%	3.9%	i	-6%
6	Cc1cc(NS(=O)(=O)c2ccc(NC(=S)NC(=O)c3ccccc3)cc2)no1	4%	-16%	-0.8%	i	-7%
7	Cc1ccc(S(=O)(=O)N2C(=O)c3cccc4cccc2c34)cc1	24%	12%	0.2%	i	9%
8	COc1cc(S(=O)(=O)NC2CCCC2)c(OC)cc1C	7%	19%	4.5%	x	-1%
9	COc1ccc(N2C(=O)c3ccccc3NC2c2ccc(NC(C)=O)cc2)c(OC)c1 (configuration not stated)	0%	20%	1.9%	x	2%
10	Cc1ccc(N(CC2CO2)S(=O)(=O)c2ccccc2[N+](=O)[O-])cc1 (configuration not stated)	16%	2%	-1.4%	x	2%

cpd	West Nile antiviral	KOR beta-arrestin-2	NOD1 NF-kB reporter	HIV peptide binding
1	-0.7%	25%	8%	1.8%
2	-0.4%	10%	7%	-0.4%
3	0.2%	16%	-31%	-0.1%
4	-0.3%	-26%	-15%	-1.0%
5	-0.2%	-26%	-19%	9.3%
6	-0.6%	30%	22%	3.6%
7	0.2%	18%	-4%	1.4%
8	-0.3%	-17%	-2%	1.1%
9	-0.8%	4%	-30%	-0.9%
10	-1.0%	26%	21%	1.0%

Next entries:
cpd	smiles	HEK293 NOD2/NF-kB	AID2073	KOR beta-arrestin-1	Yfh1-depleted yeast	Dengue-2 NS5 capping
11	O=C(NCc1cccs1)c1cc(-c2ccccc2)on1	-75%	-1%	3.5%	i	-6%
12	Cc1cccc(N2CCN(C(=O)c3c(Cl)cnn3C)CC2)c1C	12%	-11%	7.4%	x	3%
13	NC1=NC2(CCN(Cc3ccccc3)CC2)n2c(nc3ccccc32)N1	3%	-11%	-5.8%	i	-8%
14	O=C(Nc1cccc(C(=O)N2CCOCC2)c1)c1ccccc1Br	7%	-5%	6.2%	x	-6%
15	CC(=O)Nc1ccc(S(=O)(=O)Nn2cnnc2)cc1	1%	-7%	5.1%	i	x
16	CC(C)c1ccc(NC(=O)C2CCN(S(=O)(=O)c3ccc4c(c3)C(C)(C)C(=O)N4C)CC2)cc1	22%	-1%	-5.6%	x	-3%
17	O=C1CC(c2ccco2)CC2=C1C=Nc1ccccc1N2 (configuration not stated)	9%	-1%	-4.2%	i	-11%
18	CCCCOC(=O)n1c(=O)oc2ccc(S(=O)(=O)N3CCCCC3)cc21	11%	-8%	5.0%	i	1%
19	COc1ccc(CCNC(=O)c2nc(-c3cccs3)no2)cc1OC	27%	-10%	1.5%	i	-4%
20	NNC(=O)c1ccc(CSc2nc3ccccc3s2)cc1	-34%	3%	-4.4%	i	-4%

cpd	West Nile antiviral	KOR beta-arrestin-2	NOD1 NF-kB reporter	HIV peptide binding
11	-0.8%	-9%	-39%	1.3%
12	-0.6%	-1%	-9%	2.6%
13	0.6%	-33%	28%	-0.6%
14	-0.3%	-14%	-32%	-0.7%
15	0.3%	-4%	-20%	0.9%
16	-0.9%	21%[20 µM]	-5%	1.2%
17	1.2%	-34%	44%	2.7%
18	0.5%	-7%	-10%	-0.9%
19	-1.1%	-26%	-21%	0.9%
20	-1.1%	-22%	-26%	-0.3%

The results go on.
cpd	smiles	HEK293 NOD2/NF-kB	AID2073	KOR beta-arrestin-1	Yfh1-depleted yeast	Dengue-2 NS5 capping
21	O=C(O)CNC(=O)c1ccc(NC(=O)/C(=C/c2ccccc2)NC(=O)c2ccccc2)cc1	22%	-10%	-2.8%	x	-5%
22	Cc1ccc(Sc2ccc(CO)cc2[N+](=O)[O-])cc1	0%	6%	7.2%	i	-2%
23	CC1(C(=O)Nc2ccc3ccccc3c2)CC1(Br)Br (configuration not stated)	-25%	5%	-3.8%	i	-3%
24	COc1ccc(/C=N\NC(=O)CC(=O)Nc2cccc(Cl)c2)cc1OC	2%	7%	5.7%	i	-15%
25	CC(=O)C(C(C)=O)c1cc(NS(=O)(=O)c2ccccc2)ccc1NS(=O)(=O)c1ccccc1	-7%	7%	5.3%	x	-7%
26	C=CCn1c(O)c(N=Nc2ccccc2C)c2ccccc21	6%	-12%	-2.8%	i	x
27	Cc1ccc2c(c1)-c1c(ssc1=S)C(C)(C)N2C(=O)CN1C(=O)c2ccccc2C1=O	-1%	-2%	2.7%	i	0%
28	Cc1ccc(NC(=O)c2ccc3c(c2)S(=O)(=O)c2ccccc2C3=O)cc1S(=O)(=O)N1CCOCC1	10%	24%	7.3%	i	-2%
29	N#Cc1cc(N)ccc1-n1cccc1	0%	6%	-2.9%	i	-7%
30	O=C(O)c1csc(Cc2ccccc2)n1	-5%	-10%	-0.4%	i	-3%

cpd	West Nile antiviral	KOR beta-arrestin-2	NOD1 NF-kB reporter	HIV peptide binding
21	-0.1%	11%	-8%	0.2%
22	1.0%	-46%	24%	-1.9%
23	-0.3%	-70%[20 µM]	-27%	0.4%
24	-0.2%	-6%	-4%	0.1%
25	-0.4%	-35%	-14%	4.0%
26	-0.1%	-71%	-9%	-0.6%
27	0.1%	1%	-23%	2.4%
28	0.6%	-13%	0%	0.8%
29	1.9%	21%	-10%	-0.8%
30	-0.1%	-16%	-30%	2.1%

3 of the entries above in order of their number in KOR beta-arrestin-1, largest number first.
nr	SMILES	KOR beta-arrestin-1
22	Cc1ccc(Sc2ccc(CO)cc2[N+](=O)[O-])cc1	7.2%
21	O=C(O)CNC(=O)c1ccc(NC(=O)/C(=C/c2ccccc2)NC(=O)c2ccccc2)cc1	-2.8%
29	N#Cc1cc(N)ccc1-n1cccc1	-2.9%

Following part
cpd	smiles	HEK293 NOD2/NF-kB	AID2073	KOR beta-arrestin-1	Yfh1-depleted yeast	Dengue-2 NS5 capping
31	Cc1nc2ccccn2c1C(=O)N/N=C/c1ccccc1Cl	-1%	15%	8.2%	x	1%
32	CCC/C(=N\NC(=O)C1CCCC1)c1ccccc1	-2%	4%	2.8%	x	-6%
33	COC(=O)[C@@]1(Cc2ccc(F)cc2)[C@H]2c3cc(C(=O)N4CCCC4)n(CCc4ccc(O)c(O)c4)c3C[C@H]2CN1C(=O)c1ccccc1	4%	-16%	-0.5%	x	x
34	O=C1CCC(=O)N1c1ccc(-c2nc3ccccc3s2)cc1	-42%	4%	-5.4%	i	-5%
35	COc1ccc([N+](=O)[O-])cc1N(CC(O)CN1CCCCC1)S(=O)(=O)c1ccccc1 (configuration not stated)	6%	10%	3.9%	i	-4%
36	Cc1ccc(S(=O)(=O)N2CCN(C(=O)C3=COCCO3)CC2)cc1C	17%	-1%	0.0%	i	-1%
37	O=C(Cn1nnc(-c2ccccc2NC(=O)c2ccco2)n1)Nc1ccccc1	9%	1%	-3.1%	i	1%
38	CCOC(=O)CCCNC(=O)CSc1nnc(-c2ccccc2)c(-c2ccccc2)n1	1%	2%	4.4%	x	-3%
39	Cc1ccc2cc(CN(C)C(=O)C3CCCO3)c(=O)[nH]c2c1 (configuration not stated)	-13%	11%	3.9%	i	-10%
40	CCOC(=O)c1ccc(NC(=O)COc2ccccc2CNCCO)cc1	11%	-2%	-2.9%	i	-6%

cpd	West Nile antiviral	KOR beta-arrestin-2	NOD1 NF-kB reporter	HIV peptide binding
31	-0.3%	25%	2%	-1.5%
32	0.2%	-10%	-37%	0.4%
33	x	-33%	-12%	9.6%
34	-0.1%	-23%	-28%	8.4%
35	-0.5%	-18%[20 µM]	-23%	-0.8%
36	-0.1%	2%	-3%	2.0%
37	-0.1%	21%	-8%	0.1%
38	-0.5%	-47%	8%	1.1%
39	0.1%	-4%	14%	0.4%
40	-0.6%	10%[20 µM]	-22%	-1.2%

(continued)
cpd	smiles	HEK293 NOD2/NF-kB	AID2073	KOR beta-arrestin-1	Yfh1-depleted yeast	Dengue-2 NS5 capping
41	CC(=O)c1sc(N/N=C\c2cccc(Br)c2)nc1C	-27%	-12%	15%	i	-36%
42	CCOC(=O)c1ccccc1N/C=C1\CCCC1=O	13%	0%	0.9%	i	-9%
43	Cc1nc2c3cnn(-c4ccccc4)c3ncn2n1	-8%	16%	-2.1%	i	-5%
44	CCOC(=O)CN1C(=O)CSc2ccc(S(=O)(=O)N3CCOCC3)cc21	-4%	5%	2.3%	x	-10%
45	Cn1c(N)c(C(=O)COC(=O)C(Cc2ccccc2)NC(=O)c2ccccc2)c(=O)n(C)c1=O (configuration not stated)	5%	13%	0.3%	i	-4%
46	CC1NC(=S)N(Cc2ccccc2)C1=O (configuration not stated)	3%	-1%	-4.2%	x	-9%
47	O=C1NC(=S)S/C1=C/c1ccc(OC(=O)c2ccco2)cc1	-40%	-1%	11%	x	-15%
48	Cc1ccc(OCc2csc(N)n2)cc1	-54%	-6%	-1.2%	i	-2%

cpd	West Nile antiviral	KOR beta-arrestin-2	NOD1 NF-kB reporter	HIV peptide binding
41	-1.5%	10%	4%	0.1%
42	-0.3%	-4%	-30%	6.2%
43	0.0%	-26%	-20%	1.0%
44	1.1%	-12%	-24%	0.8%
45	0.5%	-20%	-18%	0.4%
46	-0.4%	-10%	-26%	-0.1%
47	0.9%	-88%	7%	34%
48	0.3%	-20%	-61%	3.0%

Some of these compounds in order of number of heavy atoms, smallest number first.
cpd	smiles	HEK293 NOD2/NF-kB	AID2073	KOR beta-arrestin-1	Yfh1-depleted yeast	Dengue-2 NS5 capping
48	Cc1ccc(OCc2csc(N)n2)cc1	-54%	-6%	-1.2%	i	-2%
41	CC(=O)c1sc(N/N=C\c2cccc(Br)c2)nc1C	-27%	-12%	15%	i	-36%
39	Cc1ccc2cc(CN(C)C(=O)C3CCCO3)c(=O)[nH]c2c1 (configuration not stated)	-13%	11%	3.9%	i	-10%
44	CCOC(=O)CN1C(=O)CSc2ccc(S(=O)(=O)N3CCOCC3)cc21	-4%	5%	2.3%	x	-10%
40	CCOC(=O)c1ccc(NC(=O)COc2ccccc2CNCCO)cc1	11%	-2%	-2.9%	i	-6%
37	O=C(Cn1nnc(-c2ccccc2NC(=O)c2ccco2)n1)Nc1ccccc1	9%	1%	-3.1%	i	1%
38	CCOC(=O)CCCNC(=O)CSc1nnc(-c2ccccc2)c(-c2ccccc2)n1	1%	2%	4.4%	x	-3%
45	Cn1c(N)c(C(=O)COC(=O)C(Cc2ccccc2)NC(=O)c2ccccc2)c(=O)n(C)c1=O (configuration not stated)	5%	13%	0.3%	i	-4%

cpd	West Nile antiviral	KOR beta-arrestin-2	NOD1 NF-kB reporter	HIV peptide binding
48	0.3%	-20%	-61%	3.0%
41	-1.5%	10%	4%	0.1%
39	0.1%	-4%	14%	0.4%
44	1.1%	-12%	-24%	0.8%
40	-0.6%	10%[20 µM]	-22%	-1.2%
37	-0.1%	21%	-8%	0.1%
38	-0.5%	-47%	8%	1.1%
45	0.5%	-20%	-18%	0.4%
